ROC1-CUL1 inh: inhibitors of human ROC1-CUL1 ubiquitin ligase activity; in vitro K48 di-Ub FRET, acceptor:donor ratio, 45 min; inhibition, % at 10 µM; 140,000 compounds, 0.6% hits; AID 1347404, 2020; E3 ubiquitin-protein ligase RBX1 (Homo sapiens) + Cullin-1 (Homo sapiens), P62877+Q13616; in the data active = inhibition above about 25%
Target sequence (P62877 whole entry, looked up): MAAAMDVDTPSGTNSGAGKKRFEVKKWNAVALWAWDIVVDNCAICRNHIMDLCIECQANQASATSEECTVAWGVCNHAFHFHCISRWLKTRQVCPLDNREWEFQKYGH
Target sequence (Q13616 whole entry, looked up): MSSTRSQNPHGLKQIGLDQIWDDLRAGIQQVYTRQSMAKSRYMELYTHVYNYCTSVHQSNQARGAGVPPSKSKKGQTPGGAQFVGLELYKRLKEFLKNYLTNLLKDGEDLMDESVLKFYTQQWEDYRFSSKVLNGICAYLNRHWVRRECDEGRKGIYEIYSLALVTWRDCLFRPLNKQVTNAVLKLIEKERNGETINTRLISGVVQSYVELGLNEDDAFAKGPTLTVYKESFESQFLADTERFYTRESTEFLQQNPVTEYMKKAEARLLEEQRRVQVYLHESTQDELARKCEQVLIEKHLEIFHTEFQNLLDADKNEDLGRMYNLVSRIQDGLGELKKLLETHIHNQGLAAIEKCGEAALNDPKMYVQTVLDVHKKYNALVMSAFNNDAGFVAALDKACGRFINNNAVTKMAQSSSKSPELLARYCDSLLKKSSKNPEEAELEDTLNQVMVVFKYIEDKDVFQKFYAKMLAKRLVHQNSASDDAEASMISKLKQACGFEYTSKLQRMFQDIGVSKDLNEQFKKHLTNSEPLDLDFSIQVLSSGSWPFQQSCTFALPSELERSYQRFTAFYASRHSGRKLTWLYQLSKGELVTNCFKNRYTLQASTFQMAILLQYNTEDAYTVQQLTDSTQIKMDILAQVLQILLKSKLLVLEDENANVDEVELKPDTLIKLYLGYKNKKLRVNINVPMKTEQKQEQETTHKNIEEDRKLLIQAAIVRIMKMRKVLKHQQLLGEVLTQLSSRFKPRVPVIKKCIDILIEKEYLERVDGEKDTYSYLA
* hit, by the source's call. Only part of the results is shown, so the mix of outcomes need not match the whole.

Start of the listing, in advance:
SMILES	ROC1-CUL1 inh
CCN(CC)c1ccc(/C=C2\C(=O)NC(=O)N(c3ccc(Br)c(C)c3)C2=O)cc1	-40
CCOC(=O)C1=NN=C2C(=O)N(c3ccc(Br)cc3)C(=O)C12 (configuration not stated)	-3
Cc1c(CCC(=O)NCCc2ccccc2)c(=O)oc2cc(O)ccc12	6
CCCn1c(CCC(=O)Nc2cc(C(=O)OC)cc(C(=O)OC)c2)nc2cccnc21	-17
O=C1c2ccccc2C(=O)C1(Nc1cccc(F)c1)c1ccccc1	0
CCCCSc1nnc2n1C(=N)CC(=O)N2	-2
CCc1ccc(-n2c(=O)c3c4c(sc3n(Cc3ccc(F)cc3)c2=O)CCCC4)cc1	-4
O=C(CN1CCCCC1)NC1CCc2cc3c(cc21)CCC3 (configuration not stated)	-4
CCCN1CCN(c2ccc(C(=O)N(C)Cc3ccc4ccccc4n3)cn2)CC1	-10
CS(=O)(=O)N(Cc1ccc(F)cc1)c1ccc(C(N)=O)cc1	1
FC(F)(F)c1ccccc1CNCc1ccccc1	5
Cc1ccccc1OCCCn1c(CCNC(=O)C2CCCCC2)nc2ccccc21	2
O=c1c(N2CCc3ccccc3C2)csc2ccccc12	4
Cc1ccc(-c2cc(-c3c(-c4ccccc4)c4cc(Br)ccc4[nH]c3=O)nc3ccccc23)cc1	6
CCOc1ccc(NC(=O)c2cc3c(=O)n(Cc4cccs4)ccc3nc2C)cc1	-2
C=CCc1cc(/C=c2/sc3n(c2=O)C(c2cc(OC)ccc2OC)C(C(=O)OCC)=C(C)N=3)cc(OC)c1O (configuration not stated)	-10
CCOc1ccc(CNC(=O)c2cc3ccccn3n2)cc1OC	-8

All compounds of this part (from the top)
SMILES	ROC1-CUL1 inh
CCN(CC)c1ccc(/C=C2\C(=O)NC(=O)N(c3ccc(Br)c(C)c3)C2=O)cc1	-40
CCOC(=O)C1=NN=C2C(=O)N(c3ccc(Br)cc3)C(=O)C12 (configuration not stated)	-3
Cc1c(CCC(=O)NCCc2ccccc2)c(=O)oc2cc(O)ccc12	6
CCCn1c(CCC(=O)Nc2cc(C(=O)OC)cc(C(=O)OC)c2)nc2cccnc21	-17
O=C1c2ccccc2C(=O)C1(Nc1cccc(F)c1)c1ccccc1	0
CCCCSc1nnc2n1C(=N)CC(=O)N2	-2
CCc1ccc(-n2c(=O)c3c4c(sc3n(Cc3ccc(F)cc3)c2=O)CCCC4)cc1	-4
O=C(CN1CCCCC1)NC1CCc2cc3c(cc21)CCC3 (configuration not stated)	-4
CCCN1CCN(c2ccc(C(=O)N(C)Cc3ccc4ccccc4n3)cn2)CC1	-10
CS(=O)(=O)N(Cc1ccc(F)cc1)c1ccc(C(N)=O)cc1	1
FC(F)(F)c1ccccc1CNCc1ccccc1	5
Cc1ccccc1OCCCn1c(CCNC(=O)C2CCCCC2)nc2ccccc21	2
O=c1c(N2CCc3ccccc3C2)csc2ccccc12	4
Cc1ccc(-c2cc(-c3c(-c4ccccc4)c4cc(Br)ccc4[nH]c3=O)nc3ccccc23)cc1	6
CCOc1ccc(NC(=O)c2cc3c(=O)n(Cc4cccs4)ccc3nc2C)cc1	-2
C=CCc1cc(/C=c2/sc3n(c2=O)C(c2cc(OC)ccc2OC)C(C(=O)OCC)=C(C)N=3)cc(OC)c1O (configuration not stated)	-10
CCOc1ccc(CNC(=O)c2cc3ccccn3n2)cc1OC	-8
Oc1ccccc1/C=N/N(Cc1ccccc1)Cc1ccccc1	9
CCC1CCCCN1C(=O)Nc1ccc(C)c(Cl)c1 (configuration not stated)	5
OCc1nc2ccccc2n1CCCCOc1ccccc1	4

Two successive entries out of the list so far, for reference:
SMILES	ROC1-CUL1 inh
CCC1CCCCN1C(=O)Nc1ccc(C)c(Cl)c1 (configuration not stated)	5
OCc1nc2ccccc2n1CCCCOc1ccccc1	4

Further entries follow.
SMILES	ROC1-CUL1 inh
O=C(COc1ccccc1F)Nc1ccc(-c2nc3ccccc3s2)cc1	-5
COc1ccc(Nc2ccccc2Cl)c(C(=O)O)c1	0
CC(=O)N1CCCc2cc(S(=O)(=O)Nc3ccc(Cl)cc3F)ccc21	-10
CCC(C(=O)OC)n1cnc2sc(C(=O)OC)c(C)c2c1=O (configuration not stated)	0
COc1cccc(CC2(CO)CCCN(Cc3cccc4cccnc34)C2)c1 (configuration not stated)	4
COc1ccc(C2CC(=O)c3c([nH]c(C(=O)OC4CCCCCC4)c3C)C2)cc1OC (configuration not stated)	-6
O=C1Nc2ccc(S(=O)(=O)NCc3ccccn3)c3cccc1c23	-3
C=CCNC(=S)NNC(=O)c1cc(-c2ccccc2)sc1NC(=S)NCC=C	0
CC(C)Oc1c(-c2ccco2)c(=O)c1=O	69*
CC1=CC(=O)C2C(=O)N(C)C(=O)N(C)C2=N1 (configuration not stated)	10
CCN(CC)S(=O)(=O)c1ccc2c(c1)N(CC(=O)Nc1cccc(C#N)c1)C(=O)CO2	-10
CCC1CN(C(=O)c2ccc(NC)nc2)CCN1C(C)C (configuration not stated)	3
COc1cc(/C=N/NC(=O)c2cc3ccccc3cc2O)ccc1OCCN1CCCCC1	-13
Cc1nc(Cl)c([N+](=O)[O-])c(N2CCCCCC2)n1	5
Nc1[nH]c(=O)[nH]c(=O)c1N=Cc1ccc(Cl)cc1	-3
CCOC(=O)c1ccc(NC(=O)CSc2nnc(-c3ccc(Cl)cc3)n2N)cc1	10
COc1ccc(C2CC(=O)NC3=C2C(=O)CCC3)cc1OC (configuration not stated)	-2
O=C(NC(=S)NNc1ccccn1)C12CC3CC(CC(C3)C1)C2	1
Clc1ccc(-c2cnnc(N3CCOCC3)n2)cc1	2
CC1=NN(C)c2nc3c(c(=O)n(Cc4ccccc4)c(=O)n3C)n2C1C (configuration not stated)	-7
CC1CCCC(C)N1C(=O)CSc1nnc(-c2ccccc2)n1N (configuration not stated)	-7
COc1ccccc1N1CCN(S(=O)(=O)c2ccc(-c3ccccc3)cc2)CC1	2
O=C(Nc1cc(Cl)ccn1)c1c(F)c(F)c(F)c(F)c1F	1
O=C(COC(=O)c1ccc(Br)cc1)c1ccc(-c2ccccc2)cc1	6
CCOc1cccc(N)c1[N+](=O)[O-]	4
COc1ccc(N2CCN(C(=O)CCc3c(C)nn(-c4ccc(N5CCCC5)nn4)c3C)CC2)cc1	-9
COCCO[C@H]1[C@H](NC(=O)C(C)C)c2ccccc2C12CCN(C(=O)c1cccc(F)c1F)CC2	1
C=CCSc1nc2c(c(=O)[nH]1)CCC2	2
O=S(=O)(NCCc1ccncc1)c1ccc(F)cc1	11
O=C(Nc1cccc2ccccc12)c1nn2c(c1Cl)NC(c1ccc(Br)cc1)CC2C(F)(F)F (configuration not stated)	-1
Cc1cc(C(=O)NC(C)c2ccc(C(C)C)cc2)no1 (configuration not stated)	1
COC(=O)c1cccc(NC(=O)CSc2nnc(CNC(=O)c3ccc(OC)c(OC)c3)n2C)c1	5
CCCN1C(=O)C2(OCCO2)c2cc(Br)ccc21	1
COc1cc(-c2nc3ccc(Cl)cn3c2Nc2ccc3c(c2)OCCO3)ccc1O	-6
c1ccc(-c2nnn(Cc3nc4ccccc4[nH]3)n2)cc1	-6
CC(=O)Nc1c(SC#N)sc(C)c1C	0
CCN(CC)S(=O)(=O)c1cc(OCC(N)=O)c(C)cc1Cl	10
Cc1cccc(-c2c3c(=O)n(C)c(=O)n(C)c3cn2-c2cc(N)c(Cl)cc2Cl)c1	-12
Cc1ccccc1Oc1nc2ccccn2c(=O)c1/C=C(\C#N)c1nc2ccccc2[nH]1	1
CCCC(=O)Nc1nc2c(Cl)cccc2s1	5
CC(C)(C)NC(=O)CC1Sc2ccccc2NC1=O (configuration not stated)	6
O=C1N=C2OC3CCCCC3C(C3C(=O)NC(=O)NC3=O)C2C(=O)N1 (configuration not stated)	1
Cc1ccc(NC(=O)CSCC(=O)Nc2cccc(C)c2C)cc1	0
Nc1c(C(=O)Nc2cccc3ccccc23)sc2nc(-c3cccs3)cc(C(F)(F)F)c12	14
CCOC(=O)c1c(NC(=O)c2cc3ccccc3c(=O)o2)sc2c1CCC(C)C2 (configuration not stated)	-2
CCOc1ccc(C2c3[nH]c4ccccc4c3CCN2C(=O)CCc2ccccc2)cc1 (configuration not stated)	8
Cc1ccc(C(=O)c2coc3c2cc(O)c2ccccc23)cc1	-8
COc1ccc(OC)c(CNC(=O)CSc2c3c(nc4cc(Cl)ccc24)CCCC3)c1	-1
COc1ccc(Cl)cc1NC(=O)c1ccc2c(c1)CCCN2S(C)(=O)=O	2
Cc1ccc(C(=O)Nc2cc(-c3nc4cc(Cl)ccc4o3)ccc2C)c(C)c1	-1
COc1ccc(-c2cn3c(n2)sc2cc(C(=O)Nc4c(C)cccc4C)ccc23)cc1	-6
Cc1ccc(-n2nnc(C(=O)NC3CCS(=O)(=O)C3)c2C)cc1 (configuration not stated)	3
ClC(Cl)(Cl)c1ncc(-c2ccccc2)nn1	-4
Cc1cccc(N2CCN(C(=O)c3csc(C)c3C)CC2)c1C	4
CCCOC(=O)c1cccc(-c2ccc(/C=C3\C(=O)N(c4ccc(S(N)(=O)=O)cc4)N=C3C(F)(F)F)o2)c1	5
O=C1N(Cc2cccc(Cl)c2)C[C@@H]2C[C@@H](c3ccccc3)N3CCC[C@@]123	1
C=CCn1c(SCCC(=O)Nc2ccc(OCC)cc2)nc2sc3c(c2c1=O)CCCC3	-1
S=C(NCc1ccc2c(c1)OCO2)NC1CCCC1	-2
Cc1ccc(-n2c(SCCc3ccccc3)nc3sc4c(c3c2=O)CCCC4)cc1C	-11
COc1cc(C(=O)NC(=S)Nc2cccc(-c3nc4ccccc4s3)c2)cc(OC)c1OC	6
(further entries)
SMILES	ROC1-CUL1 inh
Cc1ccc(CNC(=O)CSc2ncc(S(=O)(=O)c3ccc(C)c(Cl)c3)c(=O)[nH]2)cc1	-4
COc1ccccc1CNC(=O)Cn1c(=O)oc2cc(S(=O)(=O)N3CCCC3)ccc21	12
Cc1oc(-c2ccccc2NC(=O)CC2CCCC2)nc1CNC(=O)c1ccc2ccccc2n1	3
CCC1CCCCN1CCCNC(=O)c1cn(C)c2ccc(S(=O)(=O)N(C)C3CCCCC3)cc2c1=O (configuration not stated)	10
CC(C)C1N=C2c3ccccc3N=C(SCC(=O)NCc3ccccc3Cl)N2C1=O (configuration not stated)	-8
O=C(CC(O)(c1ccccc1)C(F)(F)F)c1ccccc1 (configuration not stated)	15
O=C(Nc1ccc(Cl)cc1)c1cc(Br)ccc1Cl	0
COc1cccc(S(=O)(=O)Nc2ccc(C(=O)Nc3ccc4sc(C)nc4c3)cc2)c1	3
COc1ccc(CCNC(=O)CCn2c(=O)c3ccccc3n(Cc3ccc(Cl)cc3)c2=O)cc1OC	12
N#CC1C(=O)N=C(SCC(=O)OCc2ccccc2)C(C#N)C12CCCC2 (configuration not stated)	4
CC1(N2CCCCC2)C(=O)c2ccccc2C1=O	1
CC1=CC(C)(C)N(C(=O)Nc2ccc(C)cc2)c2ccccc21	0
CCCCn1c(=O)c2c(nc3n(C(C)CC)c(C)c(C)n23)n(C)c1=O (configuration not stated)	9
CCN1N=C(C)c2ccc(OC)c3cccc1c23	-19
Cc1ccc([C@@H]2Nc3c(F)cccc3[C@@H]3C=CC[C@@H]32)cc1	-4
COc1ccc(NC(=O)c2sccc2C)c([N+](=O)[O-])c1	-2
c1ccc(-c2ccc(C3=Nn4c(Cn5nnc6ccccc65)nnc4SC3)cc2)cc1	0
COc1cc2c(cc1NC(=O)CCn1cc(Br)cn1)oc1ccccc12	-5
Cc1nnc(SCC(=O)n2c3c(c4ccccc42)CCCC3)s1	-1
O=C1CC(=C2c3ccccc3-c3ccccc32)C(=O)N1CCN1CCN(c2cccc(Cl)c2)CC1	1
Cc1cccc(CCNC(=O)CCS(=O)(=O)c2cc3c(cc2Cl)NC(=O)CO3)c1	5
CCN(CC)C(=O)C1CCCN(Cc2ccc3c(c2)CN(Cc2ccc(OC)c(O)c2)CCO3)C1 (configuration not stated)	5
CCC1CN(CCNC(=O)[C@H](CC(C)C)NC(C)=O)Cc2cc(OC)ccc2O1 (some centres not stated)	3
FC(F)(F)CCCn1ccc(-c2cccc(-c3ccccn3)c2)n1	6
O=C(O)C1CC=CCC1C(=O)Nc1ccc(Br)c2cccnc12 (configuration not stated)	0
CC1CC(=O)C2=C(C1)OC(=N)C(C#N)C2c1cccc(F)c1 (configuration not stated)	-3
O=C(CSC(=O)c1ccccc1)c1ccccc1	12
C[C@H]1C(=O)N(C)CCN1C(=O)Cn1nnnc1CN1CCCC1	-8
CN(C(=O)CSc1nc2ccc(NC(=O)c3ccc(F)cc3)cc2s1)c1ccccc1	-6
FC(F)(F)c1cccc(N2CCN(c3nnc(-c4ccccc4)c4ccccc34)CC2)c1	0
COc1ccc(Cl)cc1NC(=O)CSc1cn(CC(=O)N2CCCC2)c2ccccc12	1
COc1ccccc1C(=O)Nc1cccc(O)c1	-6
Cc1c(C(=O)N2CCN(C(=O)c3ccco3)CC2)oc2ccccc12	5
Cc1nonc1CC(=O)NC1CCCN(CCc2ccccc2)C1 (configuration not stated)	1
CCOC(=O)c1nn(-c2sc(C(=O)OC)c(C)c2C(=O)OC)cc1O	1
Cc1nc(N2CCC(C(=O)NCCc3ccccc3)CC2)nc2ccc(C(C)C)cc12	-10
NCCNS(=O)(=O)c1cccc(C(=O)O)c1	3
CCOC(=O)C1=C(c2ccccc2)N=c2s/c(=C/c3ccccc3F)c(=O)n2C1c1ccccc1 (configuration not stated)	2
O=C(NCc1ccccc1)C1CCCN(C2CCN(C3CCCCC3)CC2)C1 (configuration not stated)	5
CSc1ccc(Nc2nn(-c3ccc(OC(F)(F)F)cc3)nc2C(C)=O)cc1	-2
COCCCNC(=O)c1cnn(-c2nccc(-c3cc(OC)ccc3OC)n2)c1C1CC1	-5
Cc1noc(Cn2c(=O)c3cc4c(cc3n(CC(=O)Nc3ccccc3Br)c2=O)OCO4)n1	-7
CCN1C(=O)c2ccc(NC(=O)c3ccco3)c3cccc1c23	-2
COCCN1C(=O)CC(CC(=O)N2CCCC(OCc3ccccc3)C2)(c2cccc(OC)c2)C1=O (configuration not stated)	-3
Cc1ccc(N2CCN(S(=O)(=O)N(C)C)CC2)c(C)c1	-5
Cc1ccc(NC(=N[C@@H]2C[C@H](C)CC[C@H]2C(C)C)C(=N[C@@H]2C[C@H](C)CC[C@H]2C(C)C)Nc2ccc(C)cc2)cc1	0
CCCN1N=C(C)Cn2c1nc1c2c(=O)n(CC(C)C)c(=O)n1C	-2
Clc1ccc(OCc2nn3c(-c4ccncc4)nnc3s2)cc1	-6
CC(C)Oc1cccc(C(=O)NCc2cccs2)c1	10
